CIT2-GFP yeast: yeast TOR pathway CIT2-GFP modulation; S. cerevisiae CIT2-GFP strain, flow cytometry, 3 h; 100 means same as DMSO wells; GFP response vs DMSO, % at 10 µM; 320,000 compounds, 0.065% hits; AID 2029;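 active = GFP response relative to DMSO above a set limit, near the screen mean plus 3 SD, cut at about 150% in these data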;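 also: ratio of well median GFP fluorescence to mean of DMSO wells on the plate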
MEX-5 binding: C. elegans MEX-5 TCR-2 RNA binding activity; MEX-5/FITC-TCR2 RNA binding, fluorescence polarization; hits give low values; Q9XUB2; AID 1832; activity score (negative = inhibition of binding), % at 10 µM; 300,000 compounds, 0.38% hits;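 active = inhibition past about -25% in most replicates, and total fluorescence under double the plate's negative control median, limit read from the data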;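 also: 0% = DMSO and -100% = 5 µM competing unlabeled TCR2 RNA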
Target sequence (Q9XUB2 whole entry, looked up): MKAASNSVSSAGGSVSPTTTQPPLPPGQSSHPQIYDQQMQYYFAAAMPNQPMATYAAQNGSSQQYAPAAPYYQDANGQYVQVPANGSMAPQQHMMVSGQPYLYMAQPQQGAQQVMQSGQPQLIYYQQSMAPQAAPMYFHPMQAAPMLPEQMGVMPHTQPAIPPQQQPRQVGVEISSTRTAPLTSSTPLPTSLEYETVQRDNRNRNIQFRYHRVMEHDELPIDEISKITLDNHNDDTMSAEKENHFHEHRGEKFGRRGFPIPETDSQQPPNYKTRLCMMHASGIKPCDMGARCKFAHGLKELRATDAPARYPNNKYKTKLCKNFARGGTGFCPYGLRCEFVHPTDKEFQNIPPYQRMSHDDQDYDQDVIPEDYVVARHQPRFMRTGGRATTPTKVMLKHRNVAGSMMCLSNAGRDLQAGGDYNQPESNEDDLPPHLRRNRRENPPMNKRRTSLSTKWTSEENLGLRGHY
GRK2 aptamer HTS: inhibitors of human GRK2 displacing RNA aptamer; bead flow cytometry, FAM-aptamer displacement from GRK2; AID 488847; inhibition of aptamer binding, % at 10 µM; P25098; 330,000 compounds, 0.59% hits;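 active = inhibition of aptamer binding above 40%, roughly 3 SD of noise, on plates passing a quality check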;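 also: median bead fluorescence of bound FAM aptamer so fluorescent compounds give negative values; no value below 0 was filed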
MCL1 BIM primary: disrupts human MCL1 binding to BIM-BH3 peptide; inhibition, % at 10.9 µM; AID 2057; GST-MCL1 / FITC-Bim-BH3 fluorescence polarization; 320,000 compounds, 0.68% hits; Q07820;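 active = inhibition above the mean inhibition of all tested compounds plus 3 SD, set per campaign, cut at about 40% in these data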;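 also: 0% = DMSO wells and 100% = unlabeled Bim-BH3 peptide control; higher means more loss of mP so more displacement of Bim peptide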
Target sequence (Q07820 whole entry, looked up): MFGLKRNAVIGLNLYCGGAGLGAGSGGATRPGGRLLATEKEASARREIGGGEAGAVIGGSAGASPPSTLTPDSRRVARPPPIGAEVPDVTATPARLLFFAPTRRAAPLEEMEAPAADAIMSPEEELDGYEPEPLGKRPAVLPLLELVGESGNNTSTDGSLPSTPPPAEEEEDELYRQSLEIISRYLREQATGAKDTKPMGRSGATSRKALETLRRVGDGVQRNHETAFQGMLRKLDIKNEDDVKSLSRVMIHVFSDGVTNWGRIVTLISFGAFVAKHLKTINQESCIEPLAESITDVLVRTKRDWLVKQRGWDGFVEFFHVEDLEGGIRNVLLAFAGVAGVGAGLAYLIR
AGP1-GFP MLPCN: alters AGP1-GFP fluorescence in TOR pathway yeast screen. S. cerevisiae AGP1-GFP multiplex flow cytometry, 3 h; GFP as percent of DMSO wells. AID 2066. 320,000 compounds, 0.02% hits. GFP response vs DMSO, % at 10 µM;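 active = GFP response relative to DMSO above a set limit, near screen average plus 3 SD, cut at about 150% in these data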;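 also: median GFP channel fluorescence of the gated AGP1 strain per well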
VLA-4 inh: inhibition in a human VLA-4 binding assay; 330,000 compounds, 0.2% hits; VLA-4 expressing cells, ligand binding flow cytometry; inhibition, % (about 7 µM as worked out from the volumes in the protocol); P13612; in the data active = inhibition above about 50%
GLD-1 RNA inh: GLD-1-TGE RNA interaction inhibition (C. elegans) | purified GLD-1 + fluorescein TGE RNA, fluorescence polarization | inhibition, % at 5.96 µM | AID 2280 | 320,000 compounds, 0.44% hits;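 active = percent inhibition above a per-plate cutoff, the plate mean of test compounds plus 3 SD, cut at about 30% in these data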;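 also: 0% = DMSO wells with GLD-1 and probe and 100% = wells lacking GLD-1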
Fam108B inh: counter-screen for RBBP9 inhibitors: inhibitors of mouse Fam108B. recombinant Fam108B, FP-Rh probe fluorescence polarization. 300,000 compounds, 0.33% hits. inhibition, % at 9.51 µM. AID 1947;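 active = inhibition above the screen mean inhibition plus 3 SD, computed separately per campaign, cut at about 18% in these data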;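 also: inhibitors lower polarization as less probe binds the enzyme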
Bcl-xL primary: blocks human Bcl-xL binding to Bim BH3 peptide | Q07817 | GST-Bcl-xL / FITC-Bim BH3 peptide fluorescence polarization | inhibition, % at 10.9 µM | 320,000 compounds, 0.7% hits | AID 2129;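 active = inhibition above the mean of all tested compounds plus 3 SD, cutoff set per campaign, cut at about 30% in these data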;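 also: 0% = DMSO wells and 100% = unlabeled Bim-BH3 peptide competitor; inhibitors lower millipolarization by displacing the labeled peptide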
Target sequence (Q07817 whole entry, looked up): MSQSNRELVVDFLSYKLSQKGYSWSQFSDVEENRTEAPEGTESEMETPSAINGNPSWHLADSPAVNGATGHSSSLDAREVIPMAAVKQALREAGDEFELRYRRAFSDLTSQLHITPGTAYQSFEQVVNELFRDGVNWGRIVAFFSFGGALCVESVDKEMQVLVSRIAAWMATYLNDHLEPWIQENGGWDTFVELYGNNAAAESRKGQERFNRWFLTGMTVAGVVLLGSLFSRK
* marks the source's active call; other numbers are inactive results; i = inactive; · = not tested or not shown.

SMILES	CIT2-GFP yeast	MEX-5 binding	GRK2 aptamer HTS	MCL1 BIM primary	AGP1-GFP MLPCN	VLA-4 inh	GLD-1 RNA inh	Fam108B inh	Bcl-xL primary
CCOC(=O)N1CCN(C(=O)c2ccc3c(c2)N=C(C)c2cc(Cl)ccc2S3)CC1	95	0.5	6	0	91	-2	-7	-2	6
COC(=O)C1(C(C[N+](=O)[O-])c2ccc(C)cc2)C(=O)NCC1c1ccco1 (centres undefined)	93	0.7	8	4	99	6	-4	5	2
O=C(c1cnn2c1NC(c1ccco1)CC2C(F)(F)F)N1CCN(c2cccc(Cl)c2)CC1 (centres undefined)	92	3.5	3	-4	99	-9	-2	3	0
CCN(CC(=O)Nc1ccc2c(c1)OCCO2)C(=O)C1CCCCC1	103	1.9	0	5	96	-14	9	8	5
CCOC(=O)N1CCC(Nc2cccc(SC)c2)CC1	94	-0.8	0	15	98	3	-4	1	10
CCOc1ccccc1C(=O)Nc1nnc(SCC(=O)N2CCOCC2)s1	105	0.3	22	-6	97	0	-4	5	-4
CN(C)c1ccc(C(=S)N2CCN(C(=S)Nc3ccccc3)CC2)cc1	98	-0.9	0	14	99	5	-4	2	5
Cc1nc(SCC(=O)NCC2CCCO2)c2cc(-c3ccccc3)sc2n1 (centres undefined)	95	·	11	-6	91	2	2	·	3
Cc1ccccc1-c1nc(CS(=O)(=O)CC(=O)N2CCc3ccccc32)c(C)o1	93	0.2	4	3	92	15	-2	5	1
COc1ccccc1NC(=O)CN1CCN(c2ccccc2F)CC1	106	1.6	0	-3	98	11	-1	3	13
O=C(CCN1C(=O)C2C3C=CC(C3)C2C1=O)N1CC(=O)N(CCc2ccccc2)C(=O)C1 (centres undefined)	104	·	0	-3	100	8	0	4	1
Cc1ccc(S(=O)(=O)NCC(=O)N(CC(=O)NC2CCCCC2)CC2CCCO2)cc1 (centres undefined)	·	-2.9	0	0	107	5	1	5	0
COc1ccc(C(CNC(=O)CN2C(=O)NC3(CCCC3)C2=O)N(C)C)cc1 (centres undefined)	105	-3.4	0	1	104	-4	1	4	-2
CCn1c(SCC(=O)N2CCOCC2)nnc1C(C)NC(=O)c1ccccc1 (centres undefined)	96	-3.0	0	11	92	6	9	1	6
CCOC(=O)CN1CCc2c(C)nc3c(-c4ccc(OC)c(OC)c4)cnn3c21	·	0.4	1	6	100	0	2	5	8
COc1cc(C)c(C(=O)CSc2nnc(CNC(=O)c3ccco3)n2C)cc1C	92	2.2	2	3	92	4	9	1	3
Cc1ccc(NC(=O)CN2C(=O)CNC2=O)cc1	98	1.9	0	4	99	6	-5	1	5
Cc1cc2c(cc(C(=O)N3CCC(C(=O)N4CCCC4)CC3)n2Cc2c(F)cccc2Cl)o1	109	0.6	1	3	105	-4	1	-10	7
O=[N+]([O-])c1ccc(/C=N/n2c(-c3ccccc3)n[nH]c2=S)cc1	104	-1.6	6	-4	96	-8	2	5	-31
O=C(/C=C/NCc1cccnc1)C(F)(F)C(F)(F)F	100	2.0	5	8	96	12	12	-1	9
CNC(=O)CSc1nnc(-c2ccncc2)n1Cc1ccccc1	98	-0.2	2	6	110	-3	8	-1	7
O=C1CCCN1c1ccc(Br)cc1	92	-0.5	0	-6	90	10	4	-3	0
Oc1c(/C=N/c2ncn[nH]2)ccc2ccccc12	97	4.8	0	5	91	-5	10	-1	11
Cc1[nH]c2ccccc2c1/C=N/NC(=O)c1cc(C(C)(C)C)[nH]n1	93	0.6	0	-13	98	3	-6	4	0
Cc1[nH]c2ccccc2c1/C=C/c1nc2ccccc2c(=O)n1-c1ccc([N+](=O)[O-])cc1	91	1.2	0	13	94	-28	5	1	0
CCn1cc(C(=O)NCCCN2CCCC2)c(=O)c2cc(S(=O)(=O)N3CCc4ccccc4C3)ccc21	72	1.4	0	6	90	-1	-11	-5	5
CCOc1cc(/C=N/NC(=O)c2ccccn2)ccc1OC(=O)c1cccs1	102	0.2	0	3	96	-24	9	-6	-4
COc1ccc(NS(=O)(=O)c2cccs2)cn1	98	0.3	2	9	94	6	3	-6	10
COc1ccc(N(CC(=O)NN=C2CCCC2)S(=O)(=O)c2ccccc2)cc1	104	0.3	2	5	104	11	6	4	1
COc1cc(NC(=O)c2ccnnc2)cc(C(=O)Nc2cccc(C(F)(F)F)c2)c1	92	0.7	2	-1	83	35	-7	-14	3
COc1ccccc1N1CCN(C(=O)c2ccc3c(Cl)c4c(nc3c2)CCCC4)CC1	88	1.6	0	4	89	-16	7	2	8
O=C(N/N=C/c1ccco1)c1ccccc1OCc1ccc(Br)cc1	95	2.1	3	-1	95	5	9	-3	-1
O=C(CN1CCOCC1)NNc1nc(-c2ccccc2)c2cc(Br)ccc2n1	76	-0.9	5	4	98	9	-4	3	-2
CCCn1c(N)c(C(=O)CSc2nc3ccccc3n2CCC#N)c(=O)n(C)c1=O	105	-0.4	2	-3	98	0	0	-2	-3
Cc1ccccc1C(=O)N/N=C/c1ccccn1	103	0.1	1	2	100	-2	-2	-4	5
CC(C)NS(=O)(=O)c1ccc(CCC(=O)O)cc1	92	-1.4	2	-2	104	2	-8	0	6
COc1ccc(CNc2ccc(S(N)(=O)=O)cc2)c(OC)c1OC	101	1.5	0	10	101	4	3	0	6
COc1ccccc1CN(C(=O)CNC(=O)c1ccco1)C(C(=O)NCC1CCCO1)c1ccccc1 (centres undefined)	114	0.7	0	1	98	-3	1	0	0
CN1CCN(C(=O)c2ccc(N(Cc3ccc(Cl)cc3)S(C)(=O)=O)cc2)CC1	88	0.6	0	7	88	44	4	0	7
COc1ccc(-c2nn(-c3ccccc3)cc2/C=C\C(=O)N2CCOCC2)cc1[N+](=O)[O-]	101	1.6	2	0	93	2	7	-1	-1

Three entries from above, ordered by the number in CIT2-GFP yeast, high to low.
compound	CIT2-GFP yeast
CN1CCN(C(=O)c2ccc(N(Cc3ccc(Cl)cc3)S(C)(=O)=O)cc2)CC1	88
O=C(CN1CCOCC1)NNc1nc(-c2ccccc2)c2cc(Br)ccc2n1	76
CCn1cc(C(=O)NCCCN2CCCC2)c(=O)c2cc(S(=O)(=O)N3CCc4ccccc4C3)ccc21	72

Next part:
SMILES	CIT2-GFP yeast	MEX-5 binding	GRK2 aptamer HTS	MCL1 BIM primary	AGP1-GFP MLPCN	VLA-4 inh	GLD-1 RNA inh	Fam108B inh	Bcl-xL primary
COc1ccc(C)cc1Nc1n[n+](-c2ccccc2)c(-c2ccc(N(C)C)cc2)s1	85	-0.4	0	-1	89	i	-81	3	3
O=C(COC(=O)CSc1ccc2ccccc2c1)NCc1ccc2c(c1)OCO2	102	0.1	5	-2	97	11	5	-3	2
Cc1csc(N(C(=O)c2ccccc2F)c2ccccc2)n1	·	2.2	1	-5	102	0	5	-1	-2
CCOC(=O)N1CCN(Cc2nc3cc(NC(=O)CC)ccc3n2CC)CC1	100	-2.5	1	-1	98	6	-4	1	-1
CC(=O)OCCc1c2ccccc2c(CCCN(C)C)c2ccccc12	84	·	0	10	39	-9	10	-4	10
COc1cc2c3c(c1)/C(=C1/SC(=S)NC1=O)C(=O)N3C(C)(C)C=C2C	93	-2.5	3	8	104	-3	4	7	6
CN(C)c1nc(N/N=C/c2ccccc2O)nc(Nc2ccc(F)cc2)n1	·	2.2	0	-1	86	0	4	-3	1
COc1ccc(CNC(=O)CN2CCN(c3ccccc3O)CC2)cc1OC	104	0.8	0	-4	104	2	0	1	3
CC(C)C(NC(=O)C(NC(=O)C1O[C@@H]2OC(C)(C)O[C@@H]2[C@H]2OC(C)(C)O[C@@H]12)C(C)C)C(=O)O (some centres undefined)	100	-1.3	0	6	99	4	-7	1	3
O=C(O)CCCNS(=O)(=O)c1ccccc1	85	-4.3	3	0	91	9	9	0	1
O=S(=O)(Nc1ccccn1)c1ccc(Cl)c2ccccc12	90	-0.8	0	4	94	4	-6	-3	4
O=c1c2c3c(sc2nc2n1CCC2)CCC3	98	1.4	4	5	91	5	0	-2	3
Cc1ccccc1C(=O)O/N=C(\N)c1ccc([N+](=O)[O-])cc1	97	1.9	0	3	84	-10	5	-1	6
CCOC(=O)C1CCN(c2c(NCCN3CCCCC3C)c(=O)c2=O)CC1 (centres undefined)	106	1.8	0	2	107	-5	5	0	3
N#CCNC(=O)C1c2ccccc2Oc2ccccc21	101	1.7	1	-1	104	9	2	-2	6
CC(=O)Nc1ccc(S(=O)(=O)n2nc(-c3ccc(C)cc3)nc2N)cc1	100	0.0	3	-8	107	4	3	-12	-3
CCOC(=O)N1CCN(C(=O)C2CCCN(S(=O)(=O)c3ccccc3)C2)CC1 (centres undefined)	94	-0.5	1	5	96	2	2	2	2
CC(C)Cc1cc(C(=O)Nc2ccccc2)c2ccccc2n1	108	1.3	0	5	101	6	-6	4	0
C#CCOCCOCCOCCNc1nc(N2CCN(C(=O)[C@H](CCCN=C(N)N)n3cc(C(N)[C@@H](C)CC)nn3)CC2)nc(N2CCN(C(=O)[C@H](CCC(=O)O)n3cc([C@@H](N)CCCCN)nn3)CC2)n1 (some centres undefined)	83	·	0	·	90	18	-1	·	·
Cc1c(NC(=O)c2nn3c(C(F)(F)F)cc(-c4ccccc4)nc3c2Cl)c(=O)n(-c2ccccc2)n1C	107	-1.3	3	7	100	-1	2	2	8
CSc1nnc(C)c(=O)n1COC(=O)c1ccc(S(=O)(=O)N2CCOCC2)cc1	108	-1.1	0	-3	104	9	2	-2	5
Cc1ccccc1CS(=O)(=O)c1snnc1C	96	-3.5	10	2	108	8	4	4	5
Cc1noc(C)c1COc1ccccc1C(=O)N1CCN(c2cccc(C(F)(F)F)c2)CC1	88	·	3	-1	86	-2	0	·	2
O=C(Nc1ccc(Br)cc1F)C1CC(=O)N(C2CCCCC2)C1 (centres undefined)	97	-1.5	0	-4	99	-4	-1	4	-2
C/C(=C1/C(=O)N(c2ccc([N+](=O)[O-])cc2)N=C1c1ccccc1)N(C)C	92	·	5	6	90	-25	1	7	4
CC(C)(C)OC(=O)NCCCCCNC(=O)c1[nH]cnc1C(=O)NC1CCN(C(=O)OC(C)(C)C)CC1	106	·	4	1	100	14	-1	·	-3
CCCn1c(N)c(C(=O)CSc2nc3ccccc3s2)c(=O)[nH]c1=O	92	1.0	0	-4	90	-3	6	-8	1
CC(C)C[C@H](N)c1cn([C@@H](Cc2ccc(O)cc2)C(=O)N2CCNCC2)nn1	110	-3.6	2	7	91	33	4	-3	4
O=C(CN1C(=O)c2cccnc2Oc2ccc(Cl)cc21)Nc1ccccc1F	93	-1.8	11	-7	104	-95	1	-7	-3
Cc1cc(=O)[nH]c(SCCOc2ccc(OC(C)C)cc2)n1	90	2.4	1	-3	102	30	-7	-1	3
COc1ccc(NC(=O)C(CCSC)NC(N)=O)cc1NS(=O)(=O)c1ccc(F)cc1 (centres undefined)	107	0.3	0	5	97	-2	4	3	3
COc1ccc(N=C(c2ccccc2)c2c(C)[nH]n(-c3ccccc3)c2=O)c(OC)c1	91	1.0	0	9	103	5	0	-2	4
O=C(Nc1nnc(COc2ccc(Cl)cc2)s1)c1cccs1	107	0.2	0	5	106	-13	-2	-3	10
CC(C)OC(=O)c1ccc(COC(=O)c2cnccn2)cc1	96	0.3	2	5	98	14	6	1	5
CC(C)(C)C(=O)O/N=C(\N)c1ccc([N+](=O)[O-])s1	107	-0.5	0	-2	105	-11	0	-2	-2
CC1=C(C(=O)c2ccccc2)C(c2ccc(N3CCOCC3)cc2)NC(=O)N1 (centres undefined)	92	-6.2	1	-17	97	-76	-18	-6	-8

High-throughput results from PubChem.

Rows are unselected; overall some 2.2% were active at least once.
